High-throughput results (PubChem)
S1P1 ag pot = activates or potentiates agonism at human S1P1 receptor. S1P1 CRE-bla cells, forskolin, beta-lactamase FRET, potentiator mode; S1P1 agonist co-added at EC20, 2 nM; 100% = saturating reference agonist, 0% = basal. activation, % at 9.5 µM. 56,000 compounds, 0.57% hits;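 active = activation above a cutoff set at the mean activation of all tested compounds plus 3 SD, cut at about 54% in these data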;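 note: forskolin at 4 µM as EC80 and the EC20 agonist is SEW2871; 100% = SEW2871 at its EC100 plus forskolin at EC80; some compounds past the cut are filed as inactive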
M1 antagonist = antagonists of rat M1 muscarinic receptor; B-score at 10 µM; CHO-M1 cells, Fluo-4 calcium, ACh EC80 antagonist mode; active compounds read low; P08482; 64,000 compounds, 3.4% hits; AID 628;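 active = calcium fluorescence response, raw or row-and-column corrected B-score, differing from the plate sample mean either way at a set confidence level, mostly lower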
Target sequence (P08482 whole entry, looked up): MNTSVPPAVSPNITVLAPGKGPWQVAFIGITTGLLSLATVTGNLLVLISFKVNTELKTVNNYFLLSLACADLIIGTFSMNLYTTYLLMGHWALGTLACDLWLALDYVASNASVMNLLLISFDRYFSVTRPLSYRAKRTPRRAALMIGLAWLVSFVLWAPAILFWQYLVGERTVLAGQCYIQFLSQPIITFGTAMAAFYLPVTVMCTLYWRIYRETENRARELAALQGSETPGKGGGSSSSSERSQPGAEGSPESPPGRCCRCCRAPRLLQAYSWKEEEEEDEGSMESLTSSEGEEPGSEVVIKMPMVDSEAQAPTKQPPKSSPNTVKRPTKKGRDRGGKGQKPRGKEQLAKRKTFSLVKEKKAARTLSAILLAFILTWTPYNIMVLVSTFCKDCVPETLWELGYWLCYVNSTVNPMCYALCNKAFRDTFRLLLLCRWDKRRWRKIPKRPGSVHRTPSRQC
S1P3 ag = activates the human S1P3 receptor; AID 373; S1P3 NFAT-BLA reporter cells, agonism, FRET ratio; relative to 1 µM S1P, basal subtracted; 60,000 compounds, 0.1% hits; Q99500; activation, % at 4.5 µM;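 active = activation above the screen-wide mean plus 3 SD, cut at about 4.5% in these data, passing the limit was not always enough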; note: some compounds called inactive have numbers as strong as hits
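Assay system: CHO cells stably expressing human S1P3, Gα16 and NFAT-β-lactamase reporter. Timing: overnight plating, 4 h compound 37 °C, 2 h substrate RT. Signal: β-lactamase FRET emission ratio 460/535 nm. Measure: percent activation versus median 1 µM S1P response, basal-subtracted, per plate. Repeats: primary screen single test, confirmation screen in triplicate.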
HTR1E agonist = 5-HT1E (human) receptor agonism. 65,000 compounds, 0.69% hits. activation, % at 6 µM. P28566. AID 574. CHO 5-HT1E Ga15 NFAT-bla reporter, FRET; 0% DMSO wells, 100% control agonist wells;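 active = activation above a set limit, the screen-wide mean activation plus 3 SD, cut at about 8.5% in these data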;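 note: 100% = positive control agonist at 1 µM giving full maximal response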
Jurkat viability = reduces viability or proliferation of Jurkat cells | Jurkat E6.1 viability, ATP luminescence, 48 h | inhibition, % at 4 µM | 56,000 compounds, 1.2% hits | AID 463;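 active = inhibition above the mean inhibition of all tested compounds plus 3 SD, cut at about 28% in these data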
M1 ag = agonists of M1 muscarinic receptor. 64,000 compounds, 3% hits. CHO-M1 cells, Fluo-4 calcium fluorescence, agonist mode; active compounds read high. B-score at 10 µM;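 active = fluorescence rise, raw or as B-score row- and column-corrected plate score, outside the 99.7% band of its plate's samples, either direction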
5-HT1A blocker = 5-HT1a (human) receptor antagonism. P08908. CHO 5-HT1a Ga15 NFAT-bla reporter, antagonist mode. AID 612. 62,000 compounds, 0.68% hits. inhibition, % at 10 µM;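 active = inhibition above the mean of all tested compounds plus 3 SD, cut at about 43% in these data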;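 note: receptor stimulated by 5-CT agonist at 100 nM near EC80; beta-lactamase reporter measured by ratiometric fluorescence of a cleavable substrate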
Target sequence (P08908 whole entry, looked up): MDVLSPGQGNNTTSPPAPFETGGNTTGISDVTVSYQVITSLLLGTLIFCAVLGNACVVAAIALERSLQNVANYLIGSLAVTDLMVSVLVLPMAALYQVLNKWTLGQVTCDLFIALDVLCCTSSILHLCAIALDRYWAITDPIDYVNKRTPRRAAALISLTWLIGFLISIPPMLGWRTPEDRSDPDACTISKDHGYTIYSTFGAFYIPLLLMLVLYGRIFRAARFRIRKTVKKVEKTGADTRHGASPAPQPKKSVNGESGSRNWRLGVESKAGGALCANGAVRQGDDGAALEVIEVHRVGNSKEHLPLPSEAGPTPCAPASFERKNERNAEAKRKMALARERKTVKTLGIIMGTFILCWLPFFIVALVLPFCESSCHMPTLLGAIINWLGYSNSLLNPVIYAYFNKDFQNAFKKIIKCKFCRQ
5HT1E antag = antagonists of human 5-HT1E serotonin receptor. inhibition, % at 6 µM. 65,000 compounds, 0.99% hits. P28566. CHO 5-HT1E Ga15 NFAT-bla reporter, FRET, antagonist;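 active = inhibition above a set limit, the mean inhibition across every tested compound plus 3 SD, cut at about 29% in these data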;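 note: signal is the 460 over 535 nm emission ratio of beta-lactamase substrate; 0% = agonist plus DMSO wells and 100% = wells without agonist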
5HT1a ag = 5-HT1a (human) receptor agonism; P08908; CHO 5-HT1a Ga15 NFAT-bla reporter, FRET ratio; 0% basal, 100% maximal reference agonist; activation, % at 10 µM; 65,000 compounds, 0.56% hits;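 active = activation above the screen-wide mean activation plus 3 SD, cut at about 19% in these data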;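 note: 0% = DMSO wells and 100% = 5-CT at EC100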
Starred values were filed as active, the others as inactive; · = no result given.

SMILES	S1P1 ag pot	M1 antagonist	S1P3 ag	HTR1E agonist	Jurkat viability	M1 ag	5-HT1A blocker	5HT1E antag	5HT1a ag
COc1ccc(-n2nc3c(c2NC(=O)c2c(F)cccc2Cl)CS(=O)C3)cc1 (configuration not stated)	6	-0.038	-0.4	0.8	-3	0.99	-4	-16	-1.1
COc1ccc(N/C=C2/CCCCC2=O)cc1	0	-2.4	0.5	0.0	-7	-1.5	-7	4	0.9
Cn1c(SCc2nc3ccccc3[nH]2)nnc1-c1ccccn1	-14	-0.041	0.5	-0.5	-1	0.081	-8	-8	-1.6
COC(=O)C1=CN(C)C=C(C(=O)OC)C1c1ccc(O)c(OC)c1	-36	-0.33	0.0	0.2	4	-0.22	-2	-3	-1.1
CC(C)NS(=O)(=O)c1ccc(OCC(=O)NCc2ccccc2)cc1	13	-0.19	-0.1	-0.5	9	-0.11	6	13	2.0
CCc1nnc(NC(=O)CSc2nnc3c4ccccc4n(C)c3n2)s1	-22	-0.65	-0.3	-1.8	-5	-0.33	0	4	-0.7
Cc1ccc(NC(=O)c2c(-c3c(F)cccc3Cl)noc2C)cc1F	-25	-14*	-1.6	-0.6	0	0.26	3	-10	-2.0
Cc1cc(N2CCN(c3cccc(C(F)(F)F)c3)CC2)n2ncnc2n1	2	-0.18	0.0	0.8	-7	2.8	-8	-4	-0.2
Cc1ccc(-c2noc(CCC(=O)N3CCCC3)n2)cc1	2	0.68	-0.9	-0.6	1	-0.76	1	1	-0.2
C=C(C)COc1ccc(-c2[nH]ncc2Oc2ccccc2OC)c(O)c1	12	-0.17	-1.6	-1.6	1	-0.66	15	15	0.6
CN1CCN(Cc2cc(COCc3ccccc3)c3cccnc3c2O)CC1	3	-1.2	-2.7	5.0	36*	-0.17	28	48*	-1.6
CCOC(=O)C1CCCN(c2ncnc3c2[nH]c2cccc(OC)c23)C1 (configuration not stated)	-4	-0.72	-2.1	-1.1	8	-0.32	28	14	-5.0
O=C(NC1CCCCC1)C1CCCN1C(=O)NCc1ccccc1 (configuration not stated)	5	-1.7	-1.4	-0.5	-5	-0.18	10	-9	-3.6
COc1ccc(Nc2cc(C)nc(-n3nc(C)cc3C)n2)cc1	-33	-0.43	-4.2	0.5	·	-0.96	·	49*	-1.4
Cc1nn(CC(=O)Nc2ccccn2)c(=O)c2ccccc12	-22	-0.98	-0.2	-1.1	2	-0.042	-2	1	-2.4
Cn1c(/C(C#N)=C(\O)COc2ccc3ccccc3c2)nc2ccccc21	16	0.024	-0.8	0.7	2	0.76	-3	-6	-1.6
COC(=O)C(C(=O)OC)=C(/C=C/C=C/N(C)C)N(C)C	-29	-0.97	-1.0	0.0	6	-0.86	5	2	-3.0
Cc1cc(C)n(C(=O)c2ccc(NC(=O)CC(C)C)cc2)n1	18	1.1	-1.3	-1.2	7	-0.74	14	10	-1.2
CCOC(=O)CSc1nc2c(c(=O)n(C)c(=O)n2C)n1CCCc1ccccc1	-7	-0.9	-0.7	-1.5	-6	1.7	-10	6	1.6
COc1ccc(N2C(=O)C(CC(=O)Nc3ccccc3)N(Cc3ccc4c(c3)OCO4)C2=O)cc1 (configuration not stated)	·	-0.95	·	0.1	·	0.11	3	-6	-0.1
CCN(CC)c1ncc(C)c(=O)[nH]1	-17	-0.34	-3.7	0.0	·	0.97	·	-5	3.5
Cn1cccc1-c1cc(C(=O)O)[nH]n1	12	0.21	-1.1	0.4	4	0.14	-13	-5	3.1
CCOC(=O)c1ccc(NC(=O)c2cc(S(=O)(=O)N3CCOCC3)ccc2O)cc1	-3	-0.41	-0.4	0.1	10	0.18	-11	4	1.6
CCN1CCN(Cc2cc(=O)oc3ccc(Cl)cc23)CC1	2	-0.47	-0.4	0.6	4	-0.93	9	9	-2.6
CC(C)c1nnc(NC(=O)CCC(=O)NCc2ccc3c(c2)OCO3)s1	-21	0.042	-0.5	0.0	-6	-0.69	5	-2	0.1
O=C(Cn1cnc2ccccc2c1=O)Nc1ccc2c(c1)CCC2	7	-0.83	0.5	0.2	0	-0.51	-2	-3	-2.1
Cc1occc1-c1nnc(SCC(=O)Nc2ccccc2N2CCCCC2)n1C	-12	-0.21	-0.3	0.7	-3	1.8	2	-2	-0.1
COc1ccccc1Nc1nc(N)nc(CSc2nccc(C)n2)n1	-19	-3.1	-0.8	-0.8	1	-0.53	2	17	-1.0
COc1ccc2nc(SCC(N)=O)[nH]c2c1	-16	0.87	-0.7	-1.1	-6	-1.1	-4	-5	-1.7
O=C(Nc1ccc2c(c1)OCO2)C1CC(c2ccccc2Cl)=NO1 (configuration not stated)	-11	0.072	-0.3	-0.7	0	-0.44	-17	-2	-1.7
Cc1ccc(CNC(=O)CN2CCC(C(N)=O)CC2)cc1	-14	0.2	-1.3	0.0	1	-0.42	4	0	-1.3
COc1ccccc1N/C(N)=N/c1nc(CSc2ccc(C)cc2)cc(=O)[nH]1	59*	·	-1.3	-0.5	9	·	24	16	1.4
CCOc1cccc(C(=O)Nc2cccc(-c3nnc(-c4ccc(C)cc4)o3)c2)c1	·	0.19	0.1	-0.6	-5	-0.64	3	7	-2.2
COc1ccc(-c2noc(CSc3nc4ccccc4c(=O)n3-c3ccccc3)n2)cc1OC	·	-3.9*	-1.0	1.0	1	0.0052	-6	8	5.1
CC1CCCN(C(=O)C2c3ccccc3C(=O)N3CCc4ccccc4C23)C1 (configuration not stated)	3	0.92	0.6	-1.1	7	-0.45	26	1	-2.0
O=C(NC1CCCCCC1)C1CCCN1S(=O)(=O)c1cccc2cccnc12 (configuration not stated)	3	0.33	-0.4	1.1	-7	-0.56	6	0	-2.2
Cc1ccc(NC(=O)CCCCCC2NC(=O)NC2C)cc1 (configuration not stated)	3	0.96	-0.2	1.0	-4	0.2	-12	3	-0.8
CC(C(=O)Nc1nccs1)N1C(=O)C2CC=CCC2C1=O (configuration not stated)	-6	-0.52	0.3	7.5	-4	0.091	1	15	-4.7
Cc1ccc(NC2CC(=O)N(c3ccc(N4CCCCC4)cc3)C2=O)cc1 (configuration not stated)	6	0.25	-0.3	0.6	1	-0.35	-5	2	-2.8
O=C(COC(=O)c1ccccn1)Nc1cccc(Cl)c1Cl	1	-0.064	0.1	-1.3	-4	-0.6	-5	1	0.5
COC(=O)C1CCN(S(=O)(=O)c2c(C)n(C)c(=O)n(C)c2=O)CC1	1	0.98	-0.5	0.1	10	1.5	8	-3	-1.1
Cc1cc(=O)[nH]c(/N=C(/NC(=O)c2ccccc2)Nc2ccc3c(c2)OCCO3)n1	6	0.29	-0.3	-0.9	-4	0.023	-9	-10	0.3
CCOc1nc(CC)nc(NC(=O)NS(=O)(=O)c2ccccc2Cl)n1	-11	-0.008	0.1	-0.3	-1	-0.24	-4	-4	-0.5
CNC(=O)CN(C#N)c1nc(N(C)C)nc(N(C)C)n1	-21	-0.022	8.1	-0.1	-4	-0.083	-10	4	-0.7
Cn1ccnc1C(O)c1ccc(OCc2ccccc2)cc1 (configuration not stated)	14	-0.72	-5.7	-1.1	·	1.6	·	-7	1.3
Cc1cc(=O)oc2c(CN3CCN(C)CC3)c(O)c(Cl)cc12	-2	0.05	-1.8	1.1	·	-0.31	·	-3	8.0
CCOC(=O)C1=C(c2ccccc2)Nc2ncnn2C1c1cc(OC)ccc1OC (configuration not stated)	9	1.5	-0.9	0.9	5	-0.023	2	-2	0.7
OC1CCCN(c2c3c(nc4cc(-c5cccc(Cl)c5)nn24)CCC3)C1 (configuration not stated)	·	-0.17	·	-0.7	·	-0.3	7	38*	1.1

Taken from above.
Result of `OC1CCCN(c2c3c(nc4cc(-c5cccc(Cl)c5)nn24)CCC3)C1` (configuration not stated) under M1 antagonist: -0.17
Result of `CNC(=O)CN(C#N)c1nc(N(C)C)nc(N(C)C)n1` under 5-HT1A blocker: -10
Result of `O=C(COC(=O)c1ccccn1)Nc1cccc(Cl)c1Cl` under M1 antagonist: -0.064
Result of `COC(=O)C1CCN(S(=O)(=O)c2c(C)n(C)c(=O)n(C)c2=O)CC1` under M1 ag: 1.5

The listing picks up; the five compounds before the break are reprinted first.
SMILES	S1P1 ag pot	M1 antagonist	S1P3 ag	HTR1E agonist	Jurkat viability	M1 ag	5-HT1A blocker	5HT1E antag	5HT1a ag
CNC(=O)CN(C#N)c1nc(N(C)C)nc(N(C)C)n1	-21	-0.022	8.1	-0.1	-4	-0.083	-10	4	-0.7
Cn1ccnc1C(O)c1ccc(OCc2ccccc2)cc1 (configuration not stated)	14	-0.72	-5.7	-1.1	·	1.6	·	-7	1.3
Cc1cc(=O)oc2c(CN3CCN(C)CC3)c(O)c(Cl)cc12	-2	0.05	-1.8	1.1	·	-0.31	·	-3	8.0
CCOC(=O)C1=C(c2ccccc2)Nc2ncnn2C1c1cc(OC)ccc1OC (configuration not stated)	9	1.5	-0.9	0.9	5	-0.023	2	-2	0.7
OC1CCCN(c2c3c(nc4cc(-c5cccc(Cl)c5)nn24)CCC3)C1 (configuration not stated)	·	-0.17	·	-0.7	·	-0.3	7	38*	1.1
CCC1(C)Cc2ccccc2-c2c1c(=O)n(Cc1ccccc1)c1nnnn21 (configuration not stated)	-1	0.012	0.0	0.2	4	-0.39	-6	1	-2.5
c1c(C2CCCCC2)n[nH]c1CN1CCCCC1	-31	·	-1.2	0.6	3	·	1	-15	-1.7
CCN1CCN(Cc2ccc(NC(=O)Nc3ccc(SC)cc3)cc2)CC1	-12	-1.1	-1.3	0.5	3	0.073	13	-8	-0.2
Cn1c(-c2ccc(F)cc2)cnc1NCc1ccccc1	-10	-0.79	-0.9	-1.3	2	0.16	32	8	-1.2
Cc1[nH]nc2c1C(c1ccccc1F)CC(=O)N2 (configuration not stated)	-26	0.9	0.0	-1.2	-6	1.4	-3	-3	-3.4
O=c1cc[nH]c2cc(C(F)(F)F)ccc12	-27	0.63	-0.4	-1.2	-5	-1.1	8	-3	-4.6
NS(=O)(=O)c1ccc(CCNC(=O)C2CCCCN2S(=O)(=O)c2ccccc2)cc1 (configuration not stated)	7	0.039	-0.9	-1.0	6	0.12	-5	6	0.7
COc1ccc(C2(C(=O)O)CCCC2)cc1	12	0.64	-1.5	0.8	0	0.81	15	8	-3.9
CCOc1ccc(C2/C(=C(\O)c3c(C)[nH]c(C(=O)OC)c3C)C(=O)C(=O)N2CCN(C)C)cc1 (configuration not stated)	-6	0.31	-0.3	0.3	-4	0.17	-10	0	1.0
CCn1cc(C(=O)N(CCCN2CCOCC2)Cc2ccco2)c(=O)c2ccc(C)nc21	-32	-0.66	-0.7	-0.2	4	0.055	5	1	-2.1
Cc1nc(-c2c(-c3ccc(O)cc3O)noc2C(F)(F)F)cs1	8	-0.18	-3.5	-0.4	·	-0.19	·	11	-0.5
COc1ccccc1NC(=O)c1cc(C(=O)O)ccc1C(=O)O	3	0.36	0.5	0.3	-5	0.0094	-10	-3	0.6
O=C(NCCc1c[nH]c2ccccc12)c1cc(S(=O)(=O)N2CCCCC2)ccc1N1CCOCC1	14	0.53	-1.8	0.9	1	-0.049	-1	17	3.8
Cc1cc(C)c(C#N)c(SCC(O)CS(=O)(=O)Cc2ccccc2)n1 (configuration not stated)	3	0.023	0.3	0.5	-6	-0.4	-20	-6	0.0
